dFosB act – mouse delta FosB homodimer activation; 340,000 tested, 0.99% active; P13346; purified delta FosB, TAMRA-CDK5 oligo fluorescence polarization; percent of positive-control signal above neutral wells; AID 493131; activation, % at 25 µM;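 active = mean activation above about 17%, with every replicate also reaching it, limit read from the data, passing the limit was not always enough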;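 also: fluorescence polarization rise as delta FosB binds a TAMRA Cdk5 AP-1 oligo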
SR-BI HDL uptake – mouse SR-BI HDL lipid transfer inhibition | Q61009 | ldlA[mSR-BI] CHO cells, DiI-HDL uptake fluorescence, 3 h | inhibition, % at 12.5 µM | 320,000 tested, 0.96% active;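 active = mean replicate inhibition of at least 70% and a set share of replicates each scoring 70 or more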;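 also: 0% = median of neutral control wells and 100% = median of positive control wells; values of inactives mirror those of a sister screen read the other way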
Target sequence (Q61009 whole entry, looked up): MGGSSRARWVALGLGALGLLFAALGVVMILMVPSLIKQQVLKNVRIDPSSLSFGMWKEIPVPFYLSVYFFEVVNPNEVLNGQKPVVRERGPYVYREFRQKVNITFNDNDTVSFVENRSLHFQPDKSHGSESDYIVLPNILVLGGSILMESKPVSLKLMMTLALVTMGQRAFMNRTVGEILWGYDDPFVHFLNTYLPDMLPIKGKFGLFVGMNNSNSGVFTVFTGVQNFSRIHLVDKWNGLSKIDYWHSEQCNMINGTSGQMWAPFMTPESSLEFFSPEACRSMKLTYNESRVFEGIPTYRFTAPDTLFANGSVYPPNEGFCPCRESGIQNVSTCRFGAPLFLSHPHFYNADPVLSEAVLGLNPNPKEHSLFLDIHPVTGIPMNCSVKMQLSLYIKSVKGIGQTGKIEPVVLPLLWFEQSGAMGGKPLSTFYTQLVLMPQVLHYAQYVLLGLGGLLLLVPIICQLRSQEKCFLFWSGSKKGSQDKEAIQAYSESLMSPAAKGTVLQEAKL
PKA-R1A act – activates the PKA-R1A holoenzyme complex. P00514+P68181. PKA-R1A dissociation, Cy5-IP20 fluorescence polarization; scaled: DMSO 0%, 113 µM cGMP 100%. 340,000 tested, 0.083% active. activation, % at 11.4 µM. AID 504707;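 active = percent activation above the mean of all tested compounds plus 3 SD, cut at about 19% in these data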;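 also: higher means more PKAc released from R1A so a rise in polarization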
Arr AP2 block – blocks beta-arrestin peptide binding to AP2 adaptin. 340,000 tested, 0.31% active. inhibition, % at 10 µM. FITC-arrestin peptide / GST-AP2 beads, flow cytometry; AP2 beta2 appendage carries R879A mutation;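 active = inhibition above a set limit, near 3 SD of compounds lacking own fluorescence, cut at about 54% in these data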;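 also: plate controls were DMSO wells for no effect and 5 µM unlabelled arrestin peptide for full effect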
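System: GST-AP2 R879A glutathione beads | Also added: FITC-arrestin peptide, 50 nM | Times: 12 min plus 1 h, RT | Signal: Bead flow cytometry, FITC channel | Buffer or medium: PBS with 0.05% Tween 20 and 0.1% BSA | Read-out basis: Percent drop in bead-associated FITC signal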
NSD2 inh – NSD2 (human) methyltransferase inhibition; O96028; NSD2 peptide methylation, AlphaScreen, 120 min; inhibition, % at 12.5 µM; 310,000 tested, 0.54% active; AID 743445; in the data active = inhibition above about 50%
Mot1-301 SUMO – blocks SUMOylation pathway, rescuing yeast Mot1-301 growth; 320,000 tested, 1% active; growth rescue, % at 18.8 µM; S. cerevisiae Mot1-301 growth rescue, ATP luminescence, 38.5C; percent above DMSO median, 100 means doubled;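 active = every valid replicate shows activation above 250% relative to neutral control wells; inactive = the rest, any valid replicate at or below 250%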;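 also: OY570 slx delta 5 strain wells were the positive control but not used for scaling; some compounds called inactive have numbers as strong as hits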
SR-BI DiI-HDL act – activators of SR-BI mediated HDL lipid uptake; 320,000 tested, 0.096% active; CHO ldlA[mSR-BI] cells, DiI-HDL uptake fluorescence, 3 h; 100 = double the neutral-control signal; activation, % at 12.5 µM;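 active = mean replicate activation of at least 60% and every replicate at or above 60%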;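 also: 0% = median plate neutral-control signal and 100% = twice that signal; values of inactives mirror those of a sister screen read the other way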
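Material: SR-BI-overexpressing, LDLR-lacking CHO cells | Dosing: Single compound concentration, delivered by pin transfer | Probe or stimulus: Labelled HDL, 10 µg/mL | Signal: Bottom-read cell fluorescence after medium removal, ex 550/em 595 nm | Schedule: 3 h, 37 °C | Evaluation: HDL uptake via cellular fluorescence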
CDK5 p35 inh – CDK5/p35 (human) kinase inhibition. Q00535+Q15078. Recombinant CDK5/p35, ADP-Glo luminescence, 60 min. inhibition, % at 10 µM. 330,000 tested, 0.01% active. AID 488839;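 active = highest replicate inhibition of at least 50% and at least 75% of replicates reaching 50%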;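 also: plate controls were DMSO neutral control for no effect and GW8510 at 10 µM for full effect; many of its hits are not listed in these tables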
MITF TRPM1 HTS – increases MITF-driven TRPM1 promoter luciferase signal. SK-MEL-5 TRPM1-promoter luciferase, 24 h; % of positive control, neutral wells = 0. activation, % at 12.5 µM. 300,000 tested, 0.75% active;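 active = mean activation of at least 80% with every replicate also reaching 80%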;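 also: 0% = neutral control wells and 100% = parthenolide positive control wells; values of inactives mirror those of a sister screen read the other way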
PKA-R2B activ – activates the human PKA-R2B holoenzyme complex | PKA-R2B holoenzyme dissociation, Cy5-IP20 fluorescence polarization; R2B truncated from residue 108, S112A mutant; 0% DMSO only, 100% 113 µM cGMP | 340,000 tested, 0.079% active | activation, % at 11.4 µM | P22694+P31323;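 active = activation above a cutoff set at the mean over all compounds plus 3 SD, cut at about 18% in these data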;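 also: higher means more holoenzyme dissociation and a rise in polarization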
Target sequence (P31323 whole entry, looked up, other chains not shown, the tested form may be a part): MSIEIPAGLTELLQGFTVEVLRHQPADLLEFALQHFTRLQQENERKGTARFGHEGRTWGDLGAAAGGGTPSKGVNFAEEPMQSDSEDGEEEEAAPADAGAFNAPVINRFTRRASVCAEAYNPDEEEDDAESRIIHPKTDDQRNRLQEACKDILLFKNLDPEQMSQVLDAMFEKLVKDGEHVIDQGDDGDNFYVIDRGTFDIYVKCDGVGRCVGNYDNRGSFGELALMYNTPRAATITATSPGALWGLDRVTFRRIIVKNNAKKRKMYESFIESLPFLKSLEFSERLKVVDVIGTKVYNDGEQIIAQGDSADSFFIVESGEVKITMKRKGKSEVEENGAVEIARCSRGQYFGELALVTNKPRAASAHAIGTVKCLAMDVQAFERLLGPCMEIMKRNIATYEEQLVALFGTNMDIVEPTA
Pemphigus Ab inh – blocks pemphigus antibody binding to human desmoglein-3; P32926; DSG3-coupled beads, scFv-anti-DSG3-GFP binding, flow cytometry; hits give low values; binding (percent of control), % at 10 µM; 310,000 tested, 0.48% active; AID 588358;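 active = binding more than 3 SD below its plate's average and above zero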;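 also: hits lower antibody fragment binding to DSG3; some compounds called inactive have numbers as strong as hits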
* = called active by the depositor; / = not tested or not shown.

SMILES	dFosB act	SR-BI HDL uptake	PKA-R1A act	Arr AP2 block	NSD2 inh	Mot1-301 SUMO	SR-BI DiI-HDL act	CDK5 p35 inh	MITF TRPM1 HTS	PKA-R2B activ	Pemphigus Ab inh
CS(=O)(=O)c1ccc(Cl)c(C(=O)NCC2CCCCC2)c1	-5	10	-3	-5	-3	5	-10	0.6	6	-15	102
CCCC(C(=O)NC(C)(C)CC)N(Cc1ccco1)C(=O)CNS(=O)(=O)c1ccccc1 (stereo not drawn)	-5	/	-4	30	1	538	/	-0.5	1	-2	/
Cc1cnc(C(=O)N2CCCC(C(=O)c3ccc(Cl)cc3C)C2)cn1 (stereo not drawn)	-7	-3	-2	-8	-6	179	5	0.3	-10	-8	95
CCOc1ccc(Nc2ccc([N+](=O)[O-])c3nonc23)cc1	-10	14	2	10	38	-5	-14	3.6	/	1	96
Cc1ccc(S(=O)(=O)N2CCN(C(=O)Cn3c(=O)oc4ccccc43)CC2)c(C)c1	-1	-7	-2	-6	15	5	7	1.3	5	-15	/
CC(C)(C)n1nnnc1C(c1cccnc1)N(Cc1ccccc1)Cc1cccs1 (stereo not drawn)	-7	/	0	-2	2	143	/	-2.3	0	-7	118
CN1C(C(=O)Nc2ccc(OC(F)(F)F)cc2)=CC(c2ccc3c(c2)OCO3)=NS1(=O)=O	-6	0	-8	-1	-6	-8	0	-0.9	2	-17	/
CCC(C)(C)n1nnnc1C(c1cc2cc(C)cc(C)c2[nH]c1=O)N1CCN(C(=O)c2ccco2)CC1 (stereo not drawn)	-7	-1	13	2	11	0	1	1.1	-8	7	94
O=c1c2cc3c(nc2[nH]c(=S)n1-c1ccccc1)CCCC3	1	-17	6	-9	0	-5	17	-1.8	/	8	114
Cc1ccc(C(=O)NC(=S)NCc2cccnc2)cc1	-9	3	8	2	8	-1	-3	-3.9	16	-10	84
COc1ccccc1-c1n[nH]c(=S)n1-c1ccccc1	0	-13	-5	30	0	-5	13	2.1	-5	-11	107
Cc1cc(NC(=O)COc2ccc3ccccc3c2Br)no1	-8	-6	-3	-6	24	8	6	1.1	68	-8	98
CCn1c(/C=C/c2c(C)n(CC)c3ccccc23)nc2ccccc2c1=O	-5	13	7	3	-1	-8	-13	-0.2	41	-2	88
N#C/C(=C\c1ccc2c(c1)OCCO2)C(=O)Nc1ccc(C(=O)O)cc1	3	/	12	0	1	-5	/	0.7	23	-5	97
CCOC(=O)c1c(-c2ccc(C)cc2)csc1NC(=O)c1ccc(N2C(=O)CCC2=O)cc1	-1	34	-5	38	1	-5	-34	-0.8	-9	2	98
Cc1ccc(C(=O)CSc2ncnc3sc4c(c23)CCCC4)cc1	-6	-44	2	-3	-2	-16	44	-0.7	7	1	104
C=CCNC(=O)/C(=C/c1cccc([N+](=O)[O-])c1)NC(=O)c1ccco1	-10	-10	-4	3	1	-6	10	-1.0	0	1	/
O=C(c1ccc(COc2ccccc2Cl)o1)N1CCOCC1	-3	/	-10	0	28	165	/	0.9	2	-6	/
CCOC(=O)CC1(NC(=O)C2CCC(=O)N(CCc3ccccc3)C2)CCCCC1 (stereo not drawn)	-1	-6	-3	10	-1	19	6	-3.1	10	-6	101
CC(C)N1CCN(Cc2ccc(OCc3ccccc3)cc2)CC1CCO (stereo not drawn)	-6	/	0	5	/	-3	/	2.2	14	-5	98
COC(=O)c1cc(NC(=O)Cc2ccccc2[N+](=O)[O-])cc(C(=O)OC)c1	-1	27	5	-7	-9	8	-27	-3.5	-11	-7	100
CCN(c1ccccc1)S(=O)(=O)c1cccc(C(=O)NCC2(N(C)C)CCCCC2)c1	-12	-11	2	14	0	8	11	-1.4	29	-3	86
O=C(CC(CC(=O)c1ccccc1)C(=O)O)c1ccccc1	-1	-39	-14	6	0	-6	39	0.7	/	5	/
Nc1c2c(nc3ccn(-c4ccccc4)c(=O)c13)CCCCC2	-2	12	7	-4	-3	-30	-12	-0.8	56	2	100
Cc1cc(C)c(S(=O)(=O)N2CCC(C(=O)OCc3c(C)noc3C)CC2)c(C)c1	-7	55	1	-7	-3	9	-55	0.4	-2	0	100
SMILES	dFosB act	SR-BI HDL uptake	PKA-R1A act	Arr AP2 block	NSD2 inh	Mot1-301 SUMO	SR-BI DiI-HDL act	CDK5 p35 inh	MITF TRPM1 HTS	PKA-R2B activ	Pemphigus Ab inh
CC(NCc1ccc(OCc2ccc(Cl)cc2)cc1)C(O)c1ccccc1 (stereo not drawn)	-11	/	10	-6	1	-78	/	-1.7	-13	2	107
COc1ccc(S(=O)(=O)N2CCN(Cc3c[nH]c4ccccc34)CC2)cc1	3	-11	-5	-10	3	-19	11	-0.1	4	0	111
O=C(Nc1ncc(Cc2cc(Cl)ccc2Cl)s1)c1ccc([N+](=O)[O-])cc1	-16	82*	-13	0	4	/	-82	0.7	-9	-4	99
O=C(c1cnc2ccc(Cl)cc2c1Cl)N1CCOCC1	-1	-29	-1	-8	0	/	29	-6.7	5	-12	97
Cc1cs/c(=N\N=C\c2ccc(O)cc2)n1Cc1ccco1	0	-13	-9	10	15	-13	13	-0.5	18	-8	105
CCCCC[C@@H]1C=C(C(=O)O)[C@H](c2ccc(OC)c(OC)c2)N1S(=O)(=O)c1ccc(C)cc1	1	7	1	30	/	9	-7	-0.2	-6	-4	98
COc1ccc(NC(=O)CN(C)C(=O)C(NC(=O)c2ccco2)C(C)C)cc1 (stereo not drawn)	6	-13	-5	61*	0	/	13	3.1	-2	-15	97
Cc1ccc(N2CCCn3c2cc(C)c(C#N)c3=O)cc1C	-1	9	3	8	0	29	-9	-0.5	-4	-7	100
CCn1c(SCC(=O)Nc2ccc(OC)c(OC)c2)nnc1-c1cccs1	2	-30	-4	-1	-2	-17	30	-0.6	/	7	101
COc1ccccc1-c1c(C)nn2c(C)cc(C)nc12	-1	/	-2	1	/	161	/	-2.9	-8	8	101
CCSc1nc(CC)c2c(c1C#N)CCCC2	-2	-3	7	21	-3	1	3	-1.1	1	0	105
Cn1c(=O)[nH]c(=O)c2c1nc(N1CCCC1)n2CCCSc1nc2ccccc2o1	-5	6	-2	-7	2	-5	-6	-0.2	/	-5	/
Cc1ccc(OCCn2cccn2)c(C)c1	-5	-44	0	13	-2	-8	44	-5.0	18	-5	88
OC[C@H]1O[C@H](OCc2ccccc2)[C@H](O[C@@H]2OC[C@@H](O)[C@H](O)[C@H]2O)[C@@H](O)[C@@H]1O	2	-7	-1	5	/	59	7	-0.8	6	-1	/
Cn1c(=O)oc2cc(S(=O)(=O)NCCN3CCN(c4ccccc4)CC3)ccc21	-2	-40	-1	5	/	-1	40	-0.2	/	4	101
CCc1c(C(=O)N/N=C/c2cccs2)nnn1-c1nonc1N	-6	10	-6	29	4	148	-10	-1.1	14	-2	108
Cc1cccc(NC(=O)CCS(=O)(=O)c2ccc3c(c2)oc(=O)n3C)c1	3	-12	0	23	-1	-15	12	0.0	-3	-6	101
O=C(NNC(=S)NC1CCCCC1)c1ccccc1Cl	-3	-5	-2	-16	0	-18	5	0.5	9	-4	106
COc1ccc(CCN2C(=O)c3[nH]nc(-c4ccccc4O)c3C2c2ccc(C)cc2)cc1OC (stereo not drawn)	0	-1	-11	8	1	-16	1	1.9	3	-14	101
CCCCC(CC)CNC(=O)C(=O)c1ccccc1NC(C)=O (stereo not drawn)	-3	-19	-11	5	-3	34	19	-0.9	-3	-4	96
CCCCCN(C(=O)CCC(=O)OCc1cccc(C)c1)c1c(N)n(CCCC)c(=O)[nH]c1=O	-13	37	-6	-16	-2	79	-37	-0.3	-19	-4	108
O=C(Oc1ccc(N(Cc2cccs2)C2=NS(=O)(=O)c3ccccc32)cc1)c1ccccc1Cl	6	-17	1	-2	/	155	17	-0.2	-6	-17	98
Cc1cc(NCCC(C)C)n2nc(C)c(-c3ccccc3)c2n1	-2	17	2	3	1	-18	-17	-2.9	37	1	103
O=C(CSc1nc2nc3c(cc2c(=O)n1-c1ccccc1)CCCC3)Nc1ccccc1	9	17	6	1	-1	44	-17	/	1	9	100
CC(=O)/C(N=Nc1cccc(C(F)(F)F)c1)=C(\C)O	-9	3	-2	9	0	19	-3	0.9	12	-3	107
SMILES	dFosB act	SR-BI HDL uptake	PKA-R1A act	Arr AP2 block	NSD2 inh	Mot1-301 SUMO	SR-BI DiI-HDL act	CDK5 p35 inh	MITF TRPM1 HTS	PKA-R2B activ	Pemphigus Ab inh
COc1ccc(CNC(=O)CCN2C(=O)c3ccncc3C2=O)cc1OC	7	/	-3	3	3	5	/	0.5	5	-5	95
CCCNC(=O)c1ccccc1NC(=O)COc1ccc(OC)cc1	-9	-8	-4	-2	-1	4	8	1.9	-11	5	98
COc1ccc(/C=N/NC(=O)C(C)n2cnc3ccccc3c2=O)cc1 (stereo not drawn)	-2	18	-9	-8	-1	-16	-18	-0.8	-8	0	97
O=[n+]1cc(-c2ccccc2)n([O-])c2c1CCC2	3	-24	4	20	0	3	24	0.2	/	1	97
CCOC(=O)c1nn(-c2ccccc2)c2nc(Nc3ccccc3)cc(=O)n12	4	22	-12	5	6	-11	-22	-0.7	12	2	103
Cc1ccnc(NC(=O)c2ccc(S(=O)(=O)N3CCCCCC3)cc2)c1	-8	49	-5	2	0	-1	-49	-0.3	84*	-11	102
CCc1ccc(CN2C(=O)c3ccccc3C2C(=O)NCc2cccnc2)cc1 (stereo not drawn)	0	-6	-2	-1	-2	-5	6	0.2	-1	5	98
CCc1ccccc1NC(=S)N(CCN(C)C)C(C)c1cccnc1 (stereo not drawn)	-7	-2	-6	33	5	8	2	0.0	-2	-2	/
CC(=O)Nc1nonc1NC(C)=O	1	-14	-2	4	-2	18	14	1.0	/	-8	/
Cc1ccc(Nc2nc(C(=O)NCC3CCCO3)cs2)cc1 (stereo not drawn)	-5	/	-3	-5	2	-8	/	-1.1	-5	-7	93
Cc1ccccc1C(OCCN(C)C)C1CCCCC1 (stereo not drawn)	-3	-16	-1	5	10	-29	16	-0.5	1	-3	/
CCCOc1cccc(NC(=O)OC2CCN(C)CC2)c1	4	-16	-11	6	-2	-9	16	-0.8	7	-2	96
COc1ccc(S(=O)(=O)N(c2onc(C)c2Cl)S(=O)(=O)c2ccc(OC)cc2)cc1	-3	7	-7	45	/	3	-7	0.4	7	-5	/

Compound activity deposited in PubChem by several laboratories.
